# Screens: PubChem BioAssay, National Center for Advancing Translational Sciences (NCATS)
# IDH1 R132H inh = blocks human mutant IDH1 R132H enzyme; IDH1-R132H enzyme, NADPH consumption, diaphorase/resazurin fluorescence; Potency, µM (highest dose often 76.6 µM), inactives show top-dose activity change, negative = inhibition, most hits filed as inhibitors; 390,000 tested, 0.093% active; O75874; AID 602179; further: on the % scale 0 is the no-effect control and ±100 the full control effect; nearly all actives have a fitted effect of over 65% in size
#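 IDH1-R132H (0.5 ug/mL) preincubated 30 min with compound, then NADPH (0.016 mM) and alpha-KG (2 mM) added; 80 min at RT, pH 7.5. Remaining NADPH coupled via diaphorase/resazurin to fluorescence (540/590 nm); concentration-response curves normalized to no-enzyme control.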
# RXFP1 ag = activates the human relaxin receptor RXFP1. AID 2676. 370,000 tested, 0.3% active. HEK293T-RXFP1 cAMP TR-FRET, 30 min; response scale: percent of porcine relaxin response, buffer zero. Q9HBX9. Potency, µM (series often up to 57.5 µM), inactives show at the top dose activation, usual class: activators; further: on the % scale 0 is the no-effect control and ±100 the full control effect; nearly all actives have a fitted effect of over 60% in size; many of its hits are not listed in these tables
#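 cAMP rise read by TR-FRET after 30 min, 37C compound exposure (up to 58 uM) in RXFP1-transfected HEK293 cells with Ro 20174 present. EC50 from Hill-equation fits, with 29 nM porcine relaxin as 100% and buffer as basal.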
# USP1 inh = blocks the human USP1/UAF1 deubiquitinase complex; 390,000 tested, 0.23% active; Potency, µM (top dose mostly 57.1 µM), without a hit: at the highest dose activity change, negative = inhibition, usual class: inhibitors; recombinant USP1/UAF1, Ub-Rhodamine cleavage fluorescence; further: on the % scale 0 is the no-effect control and ±100 the full control effect; nearly all actives have a fitted effect of over 60% in size; inactives centre near -12
#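 Step one: compound is pinned into 1nM USP1/UAF1 in HEPES pH 7.8 buffer with TCEP. Step two: 15 min room-temperature incubation. Step three: Ub-Rho (150nM final) starts cleavage, tracked by fluorescence over six one-minute reads.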
# 12-LOX inh = inhibitors of human 12S-lipoxygenase ALOX12. P18054. purified 12hLO, xylenol orange hydroperoxide absorbance. Potency, µM (series often up to 108 µM), inactives show top-dose activity change, negative = inhibition, hits mostly inhibitors. 580,000 tested, 1.1% active; further: on the % scale 0 is the no-effect control and ±100 the full control effect
# Target sequence (P18054 whole entry, looked up): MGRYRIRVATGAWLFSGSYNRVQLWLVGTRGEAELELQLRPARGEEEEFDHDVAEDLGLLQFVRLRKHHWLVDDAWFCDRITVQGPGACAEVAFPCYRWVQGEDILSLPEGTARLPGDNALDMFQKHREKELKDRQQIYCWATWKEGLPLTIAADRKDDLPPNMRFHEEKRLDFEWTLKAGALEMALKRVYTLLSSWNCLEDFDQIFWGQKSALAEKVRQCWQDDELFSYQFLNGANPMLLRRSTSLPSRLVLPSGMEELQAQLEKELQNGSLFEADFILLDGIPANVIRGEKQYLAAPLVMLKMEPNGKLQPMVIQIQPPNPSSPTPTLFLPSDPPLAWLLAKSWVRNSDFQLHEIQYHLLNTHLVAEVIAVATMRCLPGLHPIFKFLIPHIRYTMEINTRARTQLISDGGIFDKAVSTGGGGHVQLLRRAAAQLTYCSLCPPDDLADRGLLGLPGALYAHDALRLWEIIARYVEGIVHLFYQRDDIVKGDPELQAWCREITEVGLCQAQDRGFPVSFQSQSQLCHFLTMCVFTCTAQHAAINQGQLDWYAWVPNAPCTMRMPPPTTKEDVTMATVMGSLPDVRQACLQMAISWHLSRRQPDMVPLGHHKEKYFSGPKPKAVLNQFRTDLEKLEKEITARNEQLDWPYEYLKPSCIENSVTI
#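 Purified human 12hLO (150 nM final) in 25 mM Hepes, 0.01% Triton X-100, pH 7.0 was preincubated 15 min at room temperature with compound. Then 40 uM arachidonic acid was added, 30 min. Hydroperoxide was read by Fe-XO absorbance ratio 573/405 nm.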
# RGS4 inh = inhibitors of human regulator of G protein signaling 4. AID 504845. Transcreener GDP fluorescence polarization, RGS4-accelerated GTP hydrolysis. P49798. Potency, µM (titrated, usually from 114 µM), without a hit: at the highest dose activity change, negative = inhibition, most hits filed as inhibitors. 390,000 tested, 0.039% active; further: on the % scale 0 is the no-effect control and ±100 the full control effect; nearly all actives have a fitted effect of over 75% in size; some results filed as inactive show a strong effect at the top dose
#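 MLSMR compounds (23 nl, pin-transferred) preincubated 10 min at room temperature with a 500nM (2x) first reagent, then RGS4 at 900nM (2x) plus Transcreener GDP mix added; fluorescence polarization (620/688 nm) read before and after 90 min at 30 °C.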
# rTrxR1 inhibitor = inhibitors of rat thioredoxin reductase 1; O89049; recombinant rTrxR1, NADPH fluorescence consumption, selenite substrate; Potency, µM (series often up to 114 µM), inactives show top-dose activity change, negative = inhibition, actives largely listed as inhibitors; 390,000 tested, 1% active; further: on the % scale 0 is the no-effect control and ±100 the full control effect; nearly all actives have a fitted effect of over 65% in size
#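 Rat TrxR1 (90 nM in the dispensed reagent) was pre-reduced with 400 uM NADPH for 5 min at room temperature, then incubated with compound for 15 min. After 400 uM selenite was added, NADPH fluorescence (Ex 340/Em 450 nm) was followed for 8 min.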
# TrxR1 substrate = substrates of rat thioredoxin reductase 1. purified TrxR1 substrate turnover, NADPH consumption readout. 390,000 tested, 0.01% active. O89049. Potency, µM (series often up to 114 µM), without a hit: top-dose activity change, negative = substrate turnover. AID 588456; further: on the % scale 0 is the no-effect control and ±100 the full control effect; nearly all actives have a fitted effect of over 50% in size
#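 Rat TrxR1, dispensed at 90 nM, was prereduced with 400 uM NADPH (final) for 5 min at ~22 deg C, then incubated with compound 15 min before 400 uM selenite. A first-read NADPH fluorescence drop versus no-compound background flagged substrates.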
# Vif-A3G inh = inhibitors of Vif-APOBEC3G interaction | Q9HC16 | HeLa A3G-eYFP + Vif (tagged APOBEC3G with the HIV-1 protein that degrades it), YFP fluorescence, overnight | Potency, µM (doses to about 46.1 µM), for inactives: top-dose activity, negative = active, actives largely listed as inhibitors | 410,000 tested, 0.076% active | AID 602310;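 further: on the % scale 0 is the no-effect control and ±100 the full control effect; nearly all actives have a fitted effect of over 60% in size; hits raise eYFP signal because A3G escapes Vif-driven loss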
# Target sequence (Q9HC16 whole entry, looked up): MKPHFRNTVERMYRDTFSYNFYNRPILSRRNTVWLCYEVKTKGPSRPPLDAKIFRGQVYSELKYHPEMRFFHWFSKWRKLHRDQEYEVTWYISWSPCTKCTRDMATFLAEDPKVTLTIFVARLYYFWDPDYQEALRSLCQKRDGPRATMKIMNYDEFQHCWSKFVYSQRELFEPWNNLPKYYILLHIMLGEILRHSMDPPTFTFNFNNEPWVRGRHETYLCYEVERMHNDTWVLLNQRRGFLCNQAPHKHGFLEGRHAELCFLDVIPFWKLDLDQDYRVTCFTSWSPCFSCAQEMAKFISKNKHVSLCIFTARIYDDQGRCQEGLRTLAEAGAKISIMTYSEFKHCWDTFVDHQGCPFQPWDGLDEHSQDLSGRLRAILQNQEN
#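 HeLa cells stably expressing Vif and C-terminally eYFP-tagged A3G, seeded overnight at 37 deg C, then exposed to compound by pintool overnight at 37 deg C. Rise in yellow fluorescence (Ex 488/Em 500-530, Acumen) marks blocked Vif-driven A3G degradation.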
# Vif-APOBEC3F blk = blocks the Vif interaction with APOBEC3F. HeLa A3F-eYFP + Vif (tagged APOBEC3F with the HIV-1 protein that degrades it), YFP fluorescence increase. Potency, µM (highest dose often 46.1 µM), for the others: at the highest dose activity, negative = active. 390,000 tested, 0.2% active; further: % of control where 0% means no effect; nearly all actives have a fitted effect of over 65% in size
#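 Fluorescence increase (Ex 488/Em 500-530) after overnight compound treatment at 37 deg C flags inhibition of Vif-driven A3F-eYFP loss in stable HeLa A3F-eYFP/Vif cells seeded overnight beforehand.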
# Numbers without * were called inactive; ? = inconclusive; · = no result given; [ ] = remark or other dose. The call rests on the fitted dose curve; in most records, active means well fitted curve in the direction sought with a large enough effect; inconclusive means small, poorly fitted or top-dose-only effect, or another doubt; inactive means no such curve, though single readings can be large; an effect the other way counts as inactive or inconclusive. Potency means the concentration at half of the fitted maximal effect.
# Assay codes: A = IDH1 R132H inh; B = RXFP1 ag; C = USP1 inh; D = 12-LOX inh; E = RGS4 inh; F = rTrxR1 inhibitor; G = TrxR1 substrate; H = Vif-A3G inh; I = Vif-APOBEC3F blk
structure: Cc1ccc(CC(=O)Nc2ccc(OC(F)F)c(Cl)c2)cc1C
  A = 6%; B = 0.5%; C = -2%; D = -12%; E = 30%; F = ?; G = 0%[57.1 µM]; H = 3%; I = -1%

structure: COc1ccc(-c2csc(NC3OC(=O)c4ccccc43)n2)cc1 (configuration not stated)
  A = -2%; B = -1.4%; C = -11%; D = 0%; E = -8%; F = ?; G = 6%; H = -24%; I = -2%

structure: CN(C)C(=O)c1nc2ccc(Cl)cn2c1CN1CCN(c2ncccn2)CC1
  A = 4%; B = 7.6%; C = -15%; D = -12%; E = 5%; F = ?; G = 0%; H = -1%; I = 1%

structure: CN(C)c1ccc(/C=N/NC(=O)CNC(=O)c2ccc3c(c2)OCCO3)cc1
  A = -11%; B = -1.6%; C = -7%; D = 2%; E = 13%[11.4 µM]; F = 7%; G = 46%[activator]; H = -10%; I = 1%

structure: COc1cc(/C=N/NC(=O)C(=O)NCc2cccnc2)cc(OC)c1OC
  A = -1%; B = -0.9%; C = -13%; D = -29%; E = 0%; F = -7%; G = -12%; H = -1%; I = 3%

structure: CCc1cccc(CC)c1NC(=O)CSc1nnc(CCC(=O)O)c(=O)[nH]1
  A = -2%; B = 0.6%; C = -14%; D = 0%; E = 4%; F = 0%[57.1 µM]; G = 3%[57.1 µM]; H = -2%; I = 1%

structure: COc1ccc(CNCCC(c2ccc(C)cc2)c2ccco2)cc1 (configuration not stated)
  A = ·; B = 0.2%; C = -26%; D = ?; E = -5%; F = 16%; G = 6%; H = ·; I = ·

structure: COc1ccc(-c2sc3cc4c(cc3c2-c2ccc(OCCN3CCCCC3)cc2)OCO4)cc1
  A = -6%; B = ·; C = -9%; D = ·; E = 1%; F = 9%; G = 3%; H = 2%; I = 9%

structure: CC(=O)Nc1ccc(NC(=O)CSc2nnc(NC(=O)Cc3ccc(F)cc3)s2)cc1
  A = 7%; B = 2.3%; C = -1%; D = 6%; E = 9%; F = 9%; G = 6%; H = 0%; I = -7%

structure: O=C(Cn1c(SCc2cccc(F)c2)nc2ccncc21)Nc1ccc(Cl)cc1F
  A = -15%; B = 1.6%; C = -21%; D = ?; E = -23%; F = 21%; G = 3%; H = 0%; I = 3%

structure: Cn1c(=O)c2c(nc(NCCNC(=O)c3ccco3)n2Cc2ccccc2Cl)n(C)c1=O
  A = -2%; B = 0.2%; C = -6%; D = -9%; E = 21%; F = -7%; G = -6%; H = 0%; I = -1%

structure: Cc1ccc(CSc2nnc(C)c(=O)n2N)cc1
  A = 2%; B = 1.2%; C = -15%; D = 3%; E = 26%; F = 2%; G = -6%; H = 0%; I = -5%

structure: Cc1cccc(N(C(=O)CNC(=O)c2ccco2)C(C(=O)NC2CCCC2)c2cccnc2)c1 (configuration not stated)
  A = 5%; B = -2.0%; C = -20%; D = 0%; E = 1%; F = 11%; G = 1%; H = 1%; I = 4%

structure: Cc1cccc(CCNC(=O)Cn2ncc3c([nH]c4ccccc43)c2=O)c1
  A = -8%; B = ?; C = ?; D = ·; E = -3%; F = -4%; G = -4%; H = 1%; I = 4%

structure: COc1ccc(C2=NOC(C(=O)Nc3cc(C)on3)C2)cc1OC (configuration not stated)
  A = 1%; B = -4.4%; C = 2%; D = 30%; E = 34%; F = 25%; G = 2%; H = -2%; I = 5%

structure: O=C(NC1CCCCCCC1)c1cc(F)c(F)cc1Cl
  A = 10%; B = -0.5%; C = -7%; D = 0%; E = -5%; F = 30%; G = 8%; H = -9%; I = -15%

structure: Cc1nnnn1/C(=C\c1ccccc1)C(=O)OCC(=O)NC1CCCCC1
  A = 1%; B = -0.8%; C = -7%; D = -2%; E = ?; F = ?; G = -3%; H = ?; I = -4%

structure: NC(=O)c1ccc(NC(=O)COC(=O)CC23CC4CC(CC(Br)(C4)C2)C3)cc1
  A = -21%; B = ·; C = 2%; D = -6%; E = 11%; F = -8%[57.1 µM]; G = -4%[57.1 µM]; H = -1%; I = 3%

structure: CN(c1ccccc1C(=O)N1CCCC1)S(C)(=O)=O
  A = 8%; B = 0.8%; C = -21%; D = -12%; E = -13%; F = 13%; G = -8%[57.1 µM]; H = -1%; I = 1%

structure: COc1ccc(S(=O)(=O)N2CCCCCC2)cc1NC(=O)Cc1ccccc1
  A = 2%; B = -1.2%; C = 0%; D = -1%; E = -8%; F = 27%[57.1 µM]; G = 8%[57.1 µM]; H = 0%; I = 0%

structure: O=C(OCc1nnc(-c2ccccc2)o1)c1cc(=O)c2ccccc2o1
  A = 4%; B = 0.1%; C = -9%; D = 7%; E = 9%; F = 18%[0.457 µM]; G = 14%[57.1 µM]; H = -4%; I = -10%

structure: COCCNC(=S)N1CCc2cc(OC)c(OC)cc2C1COc1ccc(C(C)C)cc1 (configuration not stated)
  A = 4%; B = 3.0%; C = -7%; D = ?; E = 2%; F = 5%; G = -10%; H = -1%; I = -1%

structure: CCOC(=O)C(C)On1c(SC(C)C(=O)OCC)nc2ccccc2c1=O (configuration not stated)
  A = -4%; B = 0.8%; C = -3%; D = ?; E = -24%; F = 0%; G = -3%; H = -1%; I = 2%

structure: Cc1ccc(-c2noc(-c3ccno3)n2)cc1
  A = 12%; B = -2.1%; C = -4%; D = 12%; E = -38%; F = 27%[11.4 µM]; G = -19%[11.4 µM]; H = -3%; I = -10%

structure: CCN1CCN(C(=O)C2CCN(S(=O)(=O)c3ccc4c(c3)NC(=O)C(C)S4)CC2)CC1 (configuration not stated)
  A = -3%; B = -1.6%; C = -5%; D = -1%; E = 26%[11.4 µM]; F = 35%; G = 7%; H = 1%; I = -1%

# Assay codes: A = IDH1 R132H inh; B = RXFP1 ag; C = USP1 inh; D = 12-LOX inh; E = RGS4 inh; F = rTrxR1 inhibitor; G = TrxR1 substrate; H = Vif-A3G inh; I = Vif-APOBEC3F blk
structure: COc1ccc(C)cc1-n1c(SCC(=O)NCc2ccco2)nc2c([nH]c3ccccc32)c1=O
  A = -5%; B = -1.2%; C = 9%; D = -12%; E = 6%; F = 22%[57.1 µM]; G = 1%[57.1 µM]; H = -5%; I = 5%

structure: O=C(c1ccc(Cl)c(S(=O)(=O)N2CCOCC2)c1)N(Cc1ccco1)Cc1cccs1
  A = 4%; B = 1.8%; C = -8%; D = -6%; E = -19%; F = ?; G = -3%; H = 2%; I = 8%

structure: C=CCNS(=O)(=O)c1sccc1/C=N/O
  A = 5%; B = -0.8%; C = -13%; D = 0%; E = 34%; F = 8%; G = -3%; H = 1%; I = 3%

structure: CCN(CC)CCCNC(=O)c1[nH]c(C)c(C(=O)NC2CCCCC2)c1C
  A = 2%; B = 0.2%; C = -5%; D = -11%; E = 10%; F = 1%; G = -4%; H = 2%; I = -6%

structure: CC[n+]1c(/C=C2\Sc3ccccc3N2C)ccc2cccc(C)c21
  A = 3%; B = ?; C = -15%; D = 45µM*; E = -13%; F = 11%[57.1 µM]; G = 4%[57.1 µM]; H = -18%; I = -211%

structure: COCCCNC(=O)CCc1nc(-c2ccccc2)no1
  A = 0%; B = 1.5%; C = -7%; D = 7%; E = 2%; F = 1%; G = -5%; H = 1%; I = -1%

structure: COc1cccc(C2CC(=O)Nc3cc4c(cc32)OCO4)c1OC(C)C (configuration not stated)
  A = -3%; B = -1.1%; C = -24%; D = -13%; E = 2%; F = 0%; G = -4%; H = -18%; I = -9%

structure: C/C(=N/NC(=O)c1cccc(N2CCCC2=O)c1)c1ccncc1
  A = 0%; B = 3.4%; C = -5%; D = -4%; E = 9%; F = -3%[57.1 µM]; G = -1%[57.1 µM]; H = 4%; I = 21%

structure: CCN1CCN(CCOc2ccccc2OCc2ccccc2)CC1
  A = 15%; B = 0.7%; C = -10%; D = ?; E = -20%[56.9 µM]; F = 5%; G = 2%; H = 6%; I = 2%

structure: Cc1ncc([N+](=O)[O-])n1CC(=O)Nc1ccc(F)c(F)c1
  A = 1%; B = 1.2%; C = -23%; D = 0%; E = -9%; F = 5%; G = -4%; H = -9%; I = -4%

structure: O=C(CSc1n[nH]c(-c2ccc(F)cc2)n1)NCCc1ccccc1
  A = 16%; B = 2.1%; C = ?; D = -11%; E = -16%; F = 9%[57.1 µM]; G = -2%[57.1 µM]; H = 3%; I = -2%

structure: Cc1ccc(C(=O)c2c3ccc([N+](=O)[O-])cc3[n+]([O-])n2CCC(N)=O)cc1
  A = -21%; B = 1.1%; C = ?; D = ?; E = -24%; F = -26%; G = -2%; H = ?; I = ?

# These rows are one share of the data, so the mix of outcomes need not match the whole.
